H9c2 protect – modulators protecting cardiomyocytes from myocardial damage; H9c2 cardiomyocytes, H2O2 injury protection, ATPLite, 2 h; 360,000 tested, 0.63% active; protection from H2O2 cell death, % at 20 µM; AID 588492;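 active = compounds giving at least 50% protection of heart cells from peroxide-induced death in the single-dose screen, raw or plate-pattern-corrected value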;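 also: 0% = DMSO wells with peroxide and 100% = DMSO wells without peroxide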
ABCB6 inh MLPCN – inhibitors of human ABC transporter ABCB6. 360,000 tested, 0.19% active. Q9NP58. fluorescence ratio to DMSO, % at 10 µM. AID 602162. K562-ABCB6 porphyrin accumulation, flow cytometry, 1 h; active compounds read low;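 active = fluorescence ratio to DMSO below 75%, the collection mean minus 3 SD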;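 also: signal is porphyrin accumulated inside mitochondria; 100% equals median channel fluorescence of DMSO control wells; lower ratio means ABCB6 inhibition with less porphyrin fluorescence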
HTR2A ag – agonists of mouse serotonin 5-HT2A receptor (HTR2A); 360,000 tested, 0.66% active; activation, % at 7.6 µM; CHO-K1 mHTR2A beta-arrestin complementation, luminescence; percent of 30 µM serotonin response; P35363;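 active = activation above a run cutoff, the mean activation of all tested compounds plus 3 SD, cut at about 14% in these data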;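 also: 0% = plate median of compound wells and 100% = 30 µM serotonin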
MC4R barr agon – activates human MC4R beta-arrestin recruitment; U2OS MC4R beta-arrestin complementation, luminescence; percent of melanotan II response, DMSO zero; activation, % at 8.9 µM; 360,000 tested, 0.98% active; AID 540308;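 active = activation above a per-plate cutoff, the mean activation of sample wells on that plate plus 3 SD, cut at about 8% in these data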
Glyco luc inh – N-linked glycosylation inhibition; D54 ERlucT glycosylation luciferase reporter, 24 h; percent of 100 nM tunicamycin response; reporter increase, % at 12.5 µM; 360,000 tested, 0.23% active; AID 588692;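 active = mean luciferase reporter signal, scaled so untreated is 0 and the glycosylation-blocking control 100, at or above a set limit in every replicate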;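 also: luciferase carries N-glycosylation sites so blocking glycosylation raises the light; 0% = median of neutral control wells and 100% = median of 100 nM tunicamycin wells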
NCOA2 inhibitor – human SRC2 (NCOA2) inhibition; Q15596; HEK293 GAL4-SRC2 luciferase reporter, luminescence; inhibition, % at 9 µM; 370,000 tested, 0.17% active;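 active = inhibition above the mean inhibition of all tested compounds plus 3 SD, set per campaign, cut at about 52% in these data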;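 also: 0% = DMSO treated cells and 100% = cells given Gossypol at 36 µM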
MC4R antagonist – blocks human MC4R cAMP signaling; MC4R-expressing cells, MTII-stimulated cAMP, LANCE TR-FRET; P32245; inhibition, % at 6.5 µM; 360,000 tested, 0.48% active;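 active = inhibition above its plate's cutoff, the mean of tested wells on that plate plus 3 SD, cut at about 29% in these data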;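 also: 0% = Melanotan II alone and 100% = Melanotan II plus saturating MCL0020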
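system = U2OS cells with stable human MC4R expression | also added = Melanotan II challenge after compound preincubation | dosing = one concentration, 6.5 µM nominal | incubation = compound 30 min, challenge 1 h, detection 1 h | measured by = TR-FRET with Eu-cAMP and labeled anti-cAMP, 671 nm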
TLR9-MyD88 block – blocks human TLR9 binding to MyD88; 340,000 tested, 0.21% active; inhibition, % at 4.98 µM; Q9NR96+Q99836; CHO BLA complementation TLR9-MyD88, CCF4 FRET ratio;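 active = inhibition above the mean over all tested compounds plus 3 SD, cut at about 21% in these data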;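 also: 0% = DMSO only wells and 100% = clavulanate BLA inhibitor control wells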
ABHD5-PLIN5 inh – ABHD5-PLIN5 protein interaction inhibition. Split G. princeps luciferase complementation, luminescence, 4 h. inhibition, % at 4 µM. AID 602281. 360,000 tested, 0.78% active. Q00G26+Q8WTS1;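 active = inhibition above the mean inhibition across every tested compound plus 3 SD, cut at about 22% in these data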;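 also: 0% = DMSO only wells and the 100% control is not disclosed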
Target sequence (Q00G26 whole entry, looked up): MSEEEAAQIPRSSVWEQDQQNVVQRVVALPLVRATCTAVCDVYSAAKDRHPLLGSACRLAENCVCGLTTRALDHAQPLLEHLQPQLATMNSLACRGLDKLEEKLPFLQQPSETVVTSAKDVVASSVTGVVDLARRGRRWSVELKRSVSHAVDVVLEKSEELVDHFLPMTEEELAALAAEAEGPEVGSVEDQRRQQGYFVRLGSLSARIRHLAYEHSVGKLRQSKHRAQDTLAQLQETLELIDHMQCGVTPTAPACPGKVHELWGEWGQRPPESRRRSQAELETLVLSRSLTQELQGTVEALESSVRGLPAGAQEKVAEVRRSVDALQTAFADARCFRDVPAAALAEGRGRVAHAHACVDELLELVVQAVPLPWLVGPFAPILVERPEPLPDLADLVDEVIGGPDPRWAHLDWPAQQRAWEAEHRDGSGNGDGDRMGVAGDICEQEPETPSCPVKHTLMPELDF
Target sequence (Q8WTS1 whole entry, looked up): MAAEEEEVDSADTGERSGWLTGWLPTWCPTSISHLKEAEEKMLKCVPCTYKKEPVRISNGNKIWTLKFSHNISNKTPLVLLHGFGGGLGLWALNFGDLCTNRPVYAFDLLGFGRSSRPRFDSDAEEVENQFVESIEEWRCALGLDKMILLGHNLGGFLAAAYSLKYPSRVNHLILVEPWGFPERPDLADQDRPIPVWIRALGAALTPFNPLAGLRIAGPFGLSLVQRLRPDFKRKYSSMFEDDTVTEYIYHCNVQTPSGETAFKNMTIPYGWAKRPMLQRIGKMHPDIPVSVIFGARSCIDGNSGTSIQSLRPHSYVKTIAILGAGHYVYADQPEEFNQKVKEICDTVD
NOD2 RIPK2 PPI – blocks binding of human NOD2 to RIPK2. CHO BLA complementation NOD2-RIPK2, CCF4 ratio. inhibition, % at 4.98 µM. 360,000 tested, 0.38% active; in the data active = inhibition above about 21%;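 also: 0% = vehicle only and 100% = reference blocker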
Starred values were filed as active, the others as inactive; nt = no result given. This is a subset; count on the stated rates, not on these rows.

no.	canonical_smiles	H9c2 protect	ABCB6 inh MLPCN	HTR2A ag	MC4R barr agon	Glyco luc inh	NCOA2 inhibitor	MC4R antagonist	TLR9-MyD88 block	ABHD5-PLIN5 inh	NOD2 RIPK2 PPI
1	O=C(C1CCCN(Cc2ccc(F)cc2)C1)N1CCCCC1 (configuration not stated)	5	98	0	-0.6	2	-1	-3	4	8	6
2	Cc1ccc(C)c(NS(=O)(=O)c2cc(C(=O)NCc3ccccn3)ccc2Cl)c1	10	101	1	-0.3	-4	-10	3	-11	-4	3
3	O=C(Cn1nc(-c2ccccc2)oc1=O)OCC(=O)c1ccc(F)c(F)c1	-3	93	-4	-2.5	1	-10	0	-16	2	-3
4	COc1ccc(-c2ccc(NS(=O)(=O)c3cc([N+](=O)[O-])ccc3C)cc2)nn1	-1	98	0	-3.1	2	26	6	-7	8	-9
5	C/C(Cc1ccccc1)=N\NC(=O)CCCCCC(=O)N/N=C(\C)Cc1ccccc1	2	98	-6	0.4	0	-10	2	11	2	4
6	CCN(CC(=O)Nc1c(F)cccc1F)C(=O)c1ccc2c(c1)OCCO2	-2	100	7	2.6	-2	0	-3	-1	9	-13
7	CCN(CC)S(=O)(=O)c1cc(Br)c(C)cc1OC	-1	96	-3	-1.6	-1	0	-2	1	6	-5
8	CCOCCCn1c(C)nc2c[n+](CC(=O)c3ccc4ccccc4c3)cc(Br)c21	-10	93	-5	-0.4	1	-14	8	nt	3	5

5 compounds out of the list, sorted by molecular weight, low to high:
no.	canonical_smiles	H9c2 protect	ABCB6 inh MLPCN	HTR2A ag	MC4R barr agon	Glyco luc inh	NCOA2 inhibitor	MC4R antagonist	TLR9-MyD88 block	ABHD5-PLIN5 inh	NOD2 RIPK2 PPI
1	O=C(C1CCCN(Cc2ccc(F)cc2)C1)N1CCCCC1 (configuration not stated)	5	98	0	-0.6	2	-1	-3	4	8	6
7	CCN(CC)S(=O)(=O)c1cc(Br)c(C)cc1OC	-1	96	-3	-1.6	-1	0	-2	1	6	-5
3	O=C(Cn1nc(-c2ccccc2)oc1=O)OCC(=O)c1ccc(F)c(F)c1	-3	93	-4	-2.5	1	-10	0	-16	2	-3
6	CCN(CC(=O)Nc1c(F)cccc1F)C(=O)c1ccc2c(c1)OCCO2	-2	100	7	2.6	-2	0	-3	-1	9	-13
5	C/C(Cc1ccccc1)=N\NC(=O)CCCCCC(=O)N/N=C(\C)Cc1ccccc1	2	98	-6	0.4	0	-10	2	11	2	4

The results go on.
no.	canonical_smiles	H9c2 protect	ABCB6 inh MLPCN	HTR2A ag	MC4R barr agon	Glyco luc inh	NCOA2 inhibitor	MC4R antagonist	TLR9-MyD88 block	ABHD5-PLIN5 inh	NOD2 RIPK2 PPI
9	O=C(O)CC/C(=C\c1ccccc1[N+](=O)[O-])c1nc2ccccc2s1	4	96	2	-2.4	2	-16	3	-3	-2	3
10	Cc1[nH]n(-c2ccc([N+](=O)[O-])cc2)c(=O)c1C=NCCN1CCN(C(=O)c2ccccc2F)CC1	-4	93	-2	-2.2	2	-11	-2	-8	-3	0
11	CC(C)N(CCCNC(=O)c1ccc(N2CCCC2=O)cc1)Cc1ccccc1	-4	98	2	-0.6	0	-16	0	-3	0	-4
12	COc1ccc(C2Nc3ccccc3C(=O)N2NS(=O)(=O)c2ccccc2)cc1 (configuration not stated)	-2	105	5	2.0	1	6	2	-5	-5	1
13	OCCCCCCNc1ccc(CCO)cc1	1	97	5	nt	2	-10	nt	nt	-2	2
14	Cc1ccc(C(=O)Nc2sc3c(c2C(=O)NCc2ccco2)CCCC3)cc1	-3	96	0	1.9	0	-27	7	2	-5	8
15	Cc1c(C)n2c(SCC(=O)N3CC(C)OC(C)C3)nnc2[nH]c1=O (configuration not stated)	6	102	10	0.0	-1	10	6	0	6	1
16	Cc1cccc(NC(=O)CC2SC(=NC3CCCCC3)NC2=O)c1 (configuration not stated)	-14	99	-2	-0.8	2	14	13	-11	4	-9
17	Cc1ccc(CNC(=O)/C(C#N)=C/c2ccc(C)s2)cc1	-7	94	0	0.6	1	1	-3	4	-5	0
18	COC(=O)CSc1nc(C)cc(Oc2ccccc2)n1	-1	87	4	-0.2	1	-17	0	-11	0	-3
19	COC(=O)[C@@]12C[C@@H](CC(=O)N3CCN(C(=O)C4CC4)CC3)C(=O)N(Cc3cccc4ccccc34)C1=CCC(C)(C)C2	nt	nt	-5	nt	nt	1	nt	nt	11	7
20	Cc1nn(-c2ccccc2)c(C)c1-c1ccccc1O	-3	97	5	-2.3	0	-2	-1	-5	7	-4
21	CCOC(=O)C1CCN(C(=O)C(C)c2ccc([N+](=O)[O-])cc2)CC1 (configuration not stated)	-2	99	-3	-0.6	3	2	6	-1	3	-8
22	COc1ccc(CN(N=O)C2CC(=O)N(c3ccc(OC)cc3)C2=O)cc1 (configuration not stated)	-3	96	-4	-1.2	4	-27	2	nt	-3	-6
23	N#Cc1c(SCC(=O)Nc2nncs2)sc2c(O)cc(=O)[nH]c12	0	95	-4	-1.1	3	1	6	-2	-5	-8
24	CC(C)Oc1ccc(C2CC(=O)N(c3ccccc3)C2=O)cc1 (configuration not stated)	-6	98	1	-0.8	-1	-15	-3	1	6	-10
25	Cc1ccc(-c2nn(-c3ccccc3)cc2CN(Cc2ccccc2)C(=O)c2ccco2)o1	-20	98	-3	-1.9	-1	13	10	8	38*	36*
26	CS(=O)(=O)N(Cc1ccc(Cl)cc1)c1ccc(C(=O)NCCC2=CCCCC2)cc1	-9	94	-3	13*	0	-4	7	6	3	-4
27	Nc1ccc(C2CCCc3nonc32)c2nonc12 (configuration not stated)	10	98	-1	-2.4	nt	-26	-6	-6	-3	3
28	CC(C)(C)c1nc2ccccc2[nH]1	7	87	0	-2.4	1	2	2	-5	1	1
29	CCCNC(=O)c1ccc(N2CCC3(CC2)CC(c2cccc(Br)c2)=NO3)c(NC(=O)c2cccc(C)c2)c1	-3	99	1	-0.2	-1	0	5	-1	2	-13
30	Cc1cc(C(F)(F)F)nc(SCc2ccc(C(=O)O)o2)n1	0	97	0	0.7	2	-5	8	-3	13	4
31	CCCC(C)NC(=O)COC(=O)c1ccccc1SCC(=O)NC(C)CCC (configuration not stated)	6	100	3	-1.6	0	-18	-8	0	-6	1
32	Cc1cc(NC(=O)/C=C/c2ccccc2)no1	-4	99	1	-1.6	3	-94	-5	-2	-2	-2

Other compounds
Results follow in this order: H9c2 protect, ABCB6 inh MLPCN, HTR2A ag, MC4R barr agon, Glyco luc inh, NCOA2 inhibitor, MC4R antagonist, TLR9-MyD88 block, ABHD5-PLIN5 inh, NOD2 RIPK2 PPI
33	CCC(C(=O)NC(C)(C)C)N(Cc1ccco1)C(=O)CNS(=O)(=O)c1ccc(OC)cc1 (configuration not stated)
→ -1, 102, -1, 1.0, 2, -9, 0, -3, -6, -2
34	CSc1nsc(SCC(=O)Nc2ccc3c(c2)OCCO3)n1
→ -7, 95, 1, -0.9, -2, -59, 0, 1, -2, -15
35	COC(=O)c1ccccc1-c1ccc(/C=N/Nc2nc(N3CCCC3)nc(N3CCCC3)n2)o1
→ -13, 93, -3, 2.2, 2, -8, -1, -7, 17, 4
36	COc1ccc(N2CCN(CC(=O)Nc3ccc(SC(F)F)cc3)CC2)cc1
→ -1, 130, 0, -0.9, 0, -12, -8, 3, -2, -5
37	Cc1ccc(/C=N/NC(=O)c2ccc(N(C)S(=O)(=O)c3ccccc3)cc2)cc1
→ -1, 97, 3, -1.6, -4, 19, 2, 5, -7, -4
38	Cc1ccc(-n2c(C)nn(-c3ncc(C(F)(F)F)cc3Cl)c2=O)cc1
→ -6, 106, -3, -0.5, 1, -6, 4, 5, 0, 1
39	Cc1nnc(SCc2nnc(-c3ccccc3)o2)n(N)c1=O
→ -4, 91, 2, -0.7, -2, 21, 8, 5, 0, 2
40	COc1cc(S(=O)(=O)N2CCCCC2)ccc1NC(=O)c1ccccc1Cl
→ -3, 99, -5, 0.9, -4, 11, -5, -5, 5, -9
41	Cc1cccc(NC(=O)CCN2CC(C)OC(C)C2)c1 (configuration not stated)
→ 7, 101, -6, 0.1, -2, -9, 5, -2, -3, 1
42	CCCc1cc(C(=O)N2CCCC(CO)(CCCc3ccccc3)C2)n(C)n1 (configuration not stated)
→ -9, 89, 5, -0.5, -1, 5, 14, -5, 9, 3
43	Cc1csc(/N=C/c2ccc([N+](=O)[O-])cc2)n1
→ 3, 106, 10, 1.6, 3, 8, 5, -3, 6, 1
44	CC(=O)c1c(C)[nH]c(=S)c(C#N)c1-c1ccc(F)cc1
→ 0, 89, -2, -1.9, 1, -6, 2, -4, -4, 9
45	CC(=O)c1ccc(OCCCC(=O)NCCc2ccccc2)cc1
→ 1, 99, -3, -3.2, 0, -3, 3, 5, -8, -6
46	O=C(/C=C/c1ccccc1Cl)Nc1ccc(-c2nnc3n2CCCCC3)cc1
→ 4, 101, -2, 1.0, 1, 0, 3, -5, -3, -8
47	COc1ccccc1NC(=O)CN1CCN(C(=O)C2CCCO2)CC1 (configuration not stated)
→ 2, 98, 0, -0.7, 1, 11, 10, -2, 3, 0
48	COC(=O)c1cccc(OCC(O)Cn2ccnc2)c1 (configuration not stated)
→ -2, 98, -2, -1.7, 0, 10, 0, 3, -2, 2
49	COc1ccc(NS(=O)(=O)c2cc3c(cc2C)N(C)CCO3)cc1
→ -15, 98, 1, 0.5, 0, 11, -5, 10, 1, -5
50	CC(C)(C)NC(=O)C(c1ccccc1)N(C(=O)CNC(=O)c1cccs1)c1cccnc1 (configuration not stated)
→ 6, 96, 4, -0.9, 1, 11, 2, -11, 0, -2
51	Cc1cc(C)nc(NC(=NCCc2c[nH]c3ccccc23)NC(=O)Nc2ccc(Cl)cc2)n1
→ 0, 92, 8, -3.1, 0, 10, 9, 0, 1, -7
52	CCCSc1nc(C)c(CC(=O)OCC)c(=O)[nH]1
→ 7, 89, 2, -0.9, 0, -18, 3, -7, 0, 7
53	Cc1ccc(CNc2cc(-c3nn4c(C)nnc4s3)ccc2C)s1
→ 8, 105, -6, 2.6, 5, -10, -5, 6, 2, 0
54	CCn1cc(C=C2C(=O)c3ccccc3C2=O)c2ccccc21
→ 6, 110, 7, -3.0, -1, 12, -2, 10, 1, -3
55	Cc1ccc(C)c(NC(=S)NNC(=O)c2csc3c2CCC(C)C3)c1 (configuration not stated)
→ -4, 94, -3, -2.3, 2, -5, 9, 10, -9, -9
56	O=C(COc1cc(Cl)c(Cl)cc1Cl)Nc1ccc([N+](=O)[O-])cc1Cl
→ 1, 97, 7, 1.1, 0, 1, 23, -13, -1, -6

Screening results (PubChem)
